# FLuc inh counter: firefly luciferase enzyme inhibitors, primary screen, artefact control for luciferase-based inhibitor screens, biochemical, luminescence, ATPLite. inhibition, % at 10 µM. 200,000 compounds, 1.5% hits. 10 min. Luciferin 4-monooxygenase (Photinus pyralis), P08659;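 active = inhibition above about 50% when tested at 10 µM, limit read from the data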
# Target sequence (P08659 whole entry, looked up): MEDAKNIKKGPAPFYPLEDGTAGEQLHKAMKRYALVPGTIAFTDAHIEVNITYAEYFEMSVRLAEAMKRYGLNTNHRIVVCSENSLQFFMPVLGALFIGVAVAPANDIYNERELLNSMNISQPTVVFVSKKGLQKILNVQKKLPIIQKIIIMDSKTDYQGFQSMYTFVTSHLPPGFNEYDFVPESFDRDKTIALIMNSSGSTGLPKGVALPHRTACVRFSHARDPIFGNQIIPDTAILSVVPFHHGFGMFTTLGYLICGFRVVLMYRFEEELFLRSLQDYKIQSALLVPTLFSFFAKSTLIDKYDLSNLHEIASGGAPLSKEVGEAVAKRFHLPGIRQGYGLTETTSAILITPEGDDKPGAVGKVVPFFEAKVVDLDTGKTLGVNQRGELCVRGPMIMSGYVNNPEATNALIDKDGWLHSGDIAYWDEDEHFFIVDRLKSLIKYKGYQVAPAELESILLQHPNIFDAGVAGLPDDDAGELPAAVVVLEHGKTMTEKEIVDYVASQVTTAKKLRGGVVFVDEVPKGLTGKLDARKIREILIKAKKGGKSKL
# PMI act: activators of human PMI, primary screen, biochemical, fluorescence intensity, near-Km mannose 6-phosphate | purified human PMI, coupled resazurin fluorescence, 20 min; active compounds read high; 1 = vehicle control, 0 substrate-free wells | activation factor at 20 µM | 190,000 compounds, 0.005% hits;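 active = activation factor of 2 or more at 20 µM, relative to plate controls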
# bIAP activator: bovine intestinal alkaline phosphatase activators, primary screen, biochemical, bovine IAP, CDP-star luminescence; activation factor at 20 µM; alkaline phosphatase, intestinal [Bos taurus]; purified bovine IAP, 30 min; active compounds read high; fold of DMSO-control signal, blank-subtracted; 200,000 compounds, 0.17% hits;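 active = activation factor of 2 or more at 20 µM, a signal rise over negative controls twice the positive control's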
# TNAP inh hi DEA: human TNAP enzyme inhibitors, primary screen, biochemical, luminescent, high phosphate acceptor level, uHTS; Alkaline phosphatase, tissue-nonspecific isozyme (Homo sapiens), P05186; purified TNAP, CDP-star luminescence, 1 M DEA; inhibition, % at 20 µM; 200,000 compounds, 0.03% hits;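 active = over 50% inhibition of tissue-nonspecific alkaline phosphatase at 20 µM in the single-dose screen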;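 note: plate controls were DMSO wells for no effect and EDTA-quenched wells as full inhibition for full effect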
# Target sequence (P05186 whole entry, looked up): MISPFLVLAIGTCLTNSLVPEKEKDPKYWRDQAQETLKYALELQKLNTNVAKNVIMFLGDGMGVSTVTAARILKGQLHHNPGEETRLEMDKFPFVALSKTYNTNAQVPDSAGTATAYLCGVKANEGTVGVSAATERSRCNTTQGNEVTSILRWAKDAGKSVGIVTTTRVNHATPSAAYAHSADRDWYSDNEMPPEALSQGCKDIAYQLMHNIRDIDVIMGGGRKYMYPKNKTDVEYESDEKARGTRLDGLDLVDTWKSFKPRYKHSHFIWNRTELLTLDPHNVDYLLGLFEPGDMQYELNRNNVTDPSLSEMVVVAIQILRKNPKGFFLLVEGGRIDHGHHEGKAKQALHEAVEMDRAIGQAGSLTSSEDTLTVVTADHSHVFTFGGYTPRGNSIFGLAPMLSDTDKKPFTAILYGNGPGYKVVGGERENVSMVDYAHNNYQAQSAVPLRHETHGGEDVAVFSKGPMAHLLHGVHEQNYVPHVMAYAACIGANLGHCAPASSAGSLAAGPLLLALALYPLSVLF
# TNAP inh no acc: human TNAP enzyme inhibitors, primary screen, biochemical, luminescent, no phosphate acceptor, uHTS. 200,000 compounds, 0.26% hits. purified TNAP, CDP-star luminescence, 30 min. inhibition, % at 20 µM;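 active = tissue-nonspecific alkaline phosphatase inhibition above about 50% at 20 µM in the single-dose screen, limit read from the data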;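 note: 0% = DMSO negative control and 100% = EDTA positive control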
# FLuc act counter: FLuc activators, initial screening, artefact control for FLuc-dependent activation tests, biochemical, ATPlite luminescence; AID 1027, 2008; activation factor at 10 µM; ATPlite luciferase biochemical, 10 min; 0 = ATP-free wells, 1 = DMSO control; 200,000 tested, under 10 active; Luciferin 4-monooxygenase (Photinus pyralis), P08659;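 active = luciferase activation factor, scaled between plate controls, of at least 2 with compound at 10 µM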
#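 System: cell-free luciferase reagent; medium: PBS as buffer for the ATP substrate; doses: test compounds dosed from 2 mM stocks in 100% DMSO; incubation: 10 min, room temperature; measured by: luminescence from luciferase reaction; read-out: luciferase activation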
# APP 5'UTR act: activators of APP 5'UTR luciferase reporter, primary screen, SH-SY5Y cells | SH-SY5Y APP 5'UTR luciferase reporter, luminescence; zero percent = DMSO vehicle wells | 190,000 compounds, 1% hits | activation, % at 2 µM | AID 1276, 2008;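 active = activation above a set limit, based on mean plus 3 SD of controls, cut at about 140% in these data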; note: values of inactives mirror those of a sister screen read the other way
# NF-kB expr up: activators of NF-kB expression in neurons, primary screen, cell-based, HTS; human neuronal cells, NF-kB reporter expression; active compounds read high; fold change at 12.5 µM; 190,000 compounds, 1.6% hits; in the data active = fold change above about 3.3
# TNAP act hiacc: TNAP activators at high phosphate acceptor level, primary screen, biochemical, luminescence, uHTS; AID 1136, 2008; activation factor at 20 µM; purified TNAP, CDP-star luminescence, 1 M DEA, 30 min; active compounds read high; 0 = EDTA background, 1 = DMSO-only activity; Alkaline phosphatase, tissue-nonspecific isozyme (Homo sapiens), P05186; 200,000 tested, under 10 active;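 active = activation factor at least 2 at 20 µM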
#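 Measured by: Luminescent substrate turnover signal | Test system: Human TNAP | Input: TNAP 1/800 final | Dosing: 20 µM single point | Schedule: 30 min, room temperature | Controls: EDTA wells as negative control, DMSO wells as positive control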
# PMI act satM6P: human PMI activators, high substrate, primary screen, biochemical, fluorescence intensity, near-saturating mannose 6-phosphate; coupled PMI enzyme assay, resazurin fluorescence, 20 min; active compounds read high; 1 = untreated enzyme, 0 = substrate-free blank; activation factor at 20 µM; 190,000 compounds, 0.34% hits;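 active = activation factor of 2 or more at 20 µM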
#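 Material: human phosphomannose isomerase with PGI, G6PDH, diaphorase coupling enzymes. Quantity: 15 ng/mL PMI. Medium: HEPES pH 7.4 buffer with MgCl2 and Tween-20. Reagent: Near-saturating mannose-6-phosphate, 1.0 mM. Compound: 20 µM single dose. Times: enzyme reaction with compound 20 min at room temperature. Detection: resorufin fluorescence at Ex 544/Em 590 nm.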
# Active calls of the source: *; / = no result given.
SMILES,FLuc inh counter,PMI act,bIAP activator,TNAP inh hi DEA,TNAP inh no acc,FLuc act counter,APP 5'UTR act,NF-kB expr up,TNAP act hiacc,PMI act satM6P
c1ccc(-c2nnc3sc(-c4csc5c4CCCC5)nn23)cc1,2,0.7,1.1,-7,-1,1,2,0.68,1.1,1
O=C(NC1C2CC3CC(C2)CC1C3)C1CC1 (stereo not drawn),0,0.9,1,-3,-9,1,6,1.1,1,0.9
COc1ccc(N2CCN(C(CNC(=O)C(=O)NCCCn3ccnc3)c3ccco3)CC2)cc1 (stereo not drawn),-5,1,1,-5,-17,1.1,-11,1.1,1.1,0.9
O=C1CC(c2ccccc2)CC(O)=C1C=NCc1ccc(Cl)cc1 (stereo not drawn),1,1,0.9,-7,-15,1,6,1.1,1.1,0.9
COc1cc(NC(=O)c2cccs2)c(C(=O)OCC(=O)NC(=O)NCc2ccccc2)cc1OC,-2,0.9,1,-6,-10,1,-14,1.1,1.1,1
O=C(NC1CCCc2ccccc21)C1CCC(CNc2c(N3CCOCC3)c(=O)c2=O)CC1 (stereo not drawn),-5,1,1.1,-2,-9,1.1,-11,1,1,1
CC(=NCCN1CCN(C(C)=C2C(=O)c3ccccc3C2=O)CC1)C1=C(O)CC(C)(C)CC1=O,-3,1,0.9,0,-5,1,-3,1.1,1,1
CCc1nc(-c2ccc(OC)c(OC)c2)cc2cc(OC)c(OC)cc12,-14,0.8,0.8,3,16,1.1,-11,1.1,1,0.9
N#Cc1cn(CC(=O)NCCc2c[nH]c3ccccc23)c2ccccc12,-3,0.9,0.8,1,2,1,44,1.1,1,0.9
CC(C)OC(=O)CSc1nc(N)c(C#N)c(-c2cccs2)c1C#N,-6,1.1,0.9,-4,-9,1.1,6,0.84,1,1
CC1=NN(c2ccccc2)C(=O)C1=C(C)C,-8,1.6,0.9,6,1,1.1,3,0.93,0.9,1.8
O=C(NC1CS(=O)(=O)CC1NCc1ccco1)c1ccccc1 (stereo not drawn),-4,1,0.9,-8,-6,1,-5,1,1.1,0.9
CC(C)CSc1nc2c(c(=O)[nH]c(=O)n2C)n1CC(O)COc1cccc2ccccc12 (stereo not drawn),-4,1.1,1.1,-9,-17,1,8,0.88,1.1,0.7
CCOC(=O)c1nnn(-c2nonc2N)c1CN1CCCCCC1,0,0.9,1,-4,-11,1,4,1.1,1,0.9
COc1ccc(NC(=O)COC(=O)Cc2ccc(Br)cc2)cc1,-8,0.9,1,-1,-13,1.1,-3,1.1,1,0.9
CCOc1ccc(CNC(=O)C(CC)n2nc(C)n3c(cc4occc43)c2=O)cc1OC (stereo not drawn),-6,0.9,1,-4,-13,1.1,4,1.1,1,0.9
CS(=O)(=O)N(CCc1ccccc1)CC(=O)NCc1cccnc1,-6,1,0.9,-4,-3,1.1,6,0.97,1,1
N#Cc1cnn2c(C(F)(F)F)c3c(nc12)CCCC3,-4,0.9,0.9,-1,-3,1,28,0.9,1,1
O=C(c1cccc(-c2ccc(O)cc2)c1)N1CCOCC1,-2,1,1,-4,-10,1,8,1.8,1,1
N#Cc1c(SCC(=O)OCc2ccccc2)nsc1SCC(=O)OCc1ccccc1,-9,1.1,0,-8,19,1.1,-1,1.2,1.1,1
CC(N)C12CC3CC(CC(O)(C3)C1)C2 (stereo not drawn),-3,1,1.1,-6,-18,1,-2,1.1,1.1,1.1
O=C(CSc1nc2c(sc3ccccc32)c(=O)n1CCO)NCC1CCCO1 (stereo not drawn),0,0.5,0.9,-2,-23,1,3,1,1,0.9
CCc1ccccc1NC(=O)CSC1=C(C#N)C(c2ccc(O)c(OC)c2)C2=C(CCCC2=O)N1 (stereo not drawn),-4,0.9,0.9,2,-8,1,12,1.1,1,1.1
COc1ccc(CCNC(=O)C(=O)NCc2cccs2)cc1OC,0,0.9,0.9,-4,-9,1,13,1.6,1,1
O=C(NCCO)/C(=C\c1ccc2c(c1)OCO2)NC(=O)c1ccc(Br)cc1,-6,0.9,1,-1,-3,1.1,3,0.9,1,1
Cc1ccc2nc(SCc3nc4cc(Cl)ccc4c(=O)[nH]3)[nH]c2c1,-5,1.1,1.3,-4,-65,1.1,12,1.2,1,1
N#CC1=C(N)Oc2cc3c(cc2C1c1ccc(Cl)cc1)OCO3 (stereo not drawn),-5,0.8,0.8,-1,-8,1.1,-13,1.4,1,0.9
C/C(Cc1ccccc1)=N/NC(=O)CCCC(=O)N/N=C(/C)Cc1ccccc1,-4,1,1,3,-10,1,20,0.96,1,1
CC(C)CC(=O)Nc1ccc(N2CCOCC2)cc1,0,0.8,0.9,1,-4,1,/,1.1,1,0.9
COC(=O)c1cccc(NC(=O)c2ccc(OC)c(Cl)c2)c1,17,1,0.9,-6,-1,0.8,30,1.3,1.1,1
CCOC(=O)c1ccc(NC(=O)COc2ccc(CNCCO)cc2OCC)cc1,-7,1,1.1,-8,-17,1.1,6,0.81,1.1,1
CC(C)(C)C(=O)Nc1ccccc1C(=O)NCCCn1ccnc1,-6,1,1.2,-3,-8,1.1,13,0.92,1,0.9
CC1CCCCN1C(=O)Cn1cnc2c1c(=O)n(C)c(=O)n2C (stereo not drawn),-4,0.9,1,-4,-9,1,-11,1.1,1,1
Cc1ccc(NS(=O)(=O)c2ccccc2Cl)c2c1CC(C)(C)O2,-3,0.8,0.9,-2,-8,1,5,0.98,1,0.9
CCOC(=O)c1ccc2c(c1)[n+](CC)c(C)n2-c1ccccc1,-3,0.9,1,-3,-6,1,-17,1.1,1,0.9
CN(C)CCOc1ccccc1-c1ccccc1,-6,0.9,0.9,1,-7,1.1,-5,1.2,1,1
CCCOCCOC(=O)C1=C(C)NC(=O)NC1c1cc(Cl)c(O)c(OC)c1 (stereo not drawn),-4,0.9,0.9,-4,-5,1,7,1.1,1,0.8
O=[n+]1cc(-c2ccc(Cl)cc2)n([O-])c2c1CCCCC2,0,1,1.1,0,-9,1,-12,1.2,1,1
Cn1c2c(c(=O)n(C)c1=O)C1c3ccccc3OCC1C(C)(C)O2 (stereo not drawn),-4,1.1,0.9,-3,-10,1,-22,1.1,1,1
Clc1ccc(-c2ccc(/C=N/Nc3nncc(-c4ccccc4)n3)o2)cc1,2,0.9,0.6,-6,1,1,3,1.2,1.1,1
O=C(NCCOC(=O)c1ccc([N+](=O)[O-])cc1)c1cccnc1,-6,1.2,0.9,-2,-12,1.1,-2,1.2,1,1.1
CCOc1ccc(-c2nn(-c3ccccc3)cc2/C=C2\SC(=S)N(Cc3ccco3)C2=O)cc1,-2,1,0.9,7,1,1,-9,0.98,0.9,1
C[C@]12CC[C@@H]3c4ccc(O)cc4CC[C@H]3[C@@H]1C[C@@H](O)[C@@H]2O[C@@H]1O[C@H](C(=O)O)[C@@H](O)[C@H](O)[C@H]1O,-6,1.1,1.1,-3,-10,1.1,-2,1.3,1,1.1
Nn1c(SCC(=O)Nc2cccc(F)c2)nnc1C1CCCCC1,-3,1.1,0.9,-4,-5,1,-5,1.4,1,1
CSc1nc2c(c(=O)[nH]1)CCCC2,-3,1,0.9,-3,-14,1,-8,1.2,1,1

# Taken from above:
# TNAP inh hi DEA with CCCOCCOC(=O)C1=C(C)NC(=O)NC1c1cc(Cl)c(O)c(OC)c1 (stereo not drawn) reads -4
# TNAP act hiacc with Nn1c(SCC(=O)Nc2cccc(F)c2)nnc1C1CCCCC1 reads 1
# PMI act satM6P with C[C@]12CC[C@@H]3c4ccc(O)cc4CC[C@H]3[C@@H]1C[C@@H](O)[C@@H]2O[C@@H]1O[C@H](C(=O)O)[C@@H](O)[C@H](O)[C@H]1O reads 1.1
# bIAP activator with CCOC(=O)c1ccc(NC(=O)COc2ccc(CNCCO)cc2OCC)cc1 reads 1.1
# bIAP activator with O=C(NCCOC(=O)c1ccc([N+](=O)[O-])cc1)c1cccnc1 reads 0.9
# PMI act with CCOC(=O)c1ccc2c(c1)[n+](CC)c(C)n2-c1ccccc1 reads 0.9

# Retrieved by structure from the list above:
SMILES,FLuc inh counter,PMI act,bIAP activator,TNAP inh hi DEA,TNAP inh no acc,FLuc act counter,APP 5'UTR act,NF-kB expr up,TNAP act hiacc,PMI act satM6P
CCOc1ccc(-c2nn(-c3ccccc3)cc2/C=C2\SC(=S)N(Cc3ccco3)C2=O)cc1,-2,1,0.9,7,1,1,-9,0.98,0.9,1
C[C@]12CC[C@@H]3c4ccc(O)cc4CC[C@H]3[C@@H]1C[C@@H](O)[C@@H]2O[C@@H]1O[C@H](C(=O)O)[C@@H](O)[C@H](O)[C@H]1O,-6,1.1,1.1,-3,-10,1.1,-2,1.3,1,1.1
Nn1c(SCC(=O)Nc2cccc(F)c2)nnc1C1CCCCC1,-3,1.1,0.9,-4,-5,1,-5,1.4,1,1

# (more compounds)
SMILES,FLuc inh counter,PMI act,bIAP activator,TNAP inh hi DEA,TNAP inh no acc,FLuc act counter,APP 5'UTR act,NF-kB expr up,TNAP act hiacc,PMI act satM6P
Clc1ccc(SCCOCCN2CCCCC2)cc1,4,0.9,1.3,2,-6,1,-4,1.1,1,1
Cc1cccc(Nc2cc(=O)[nH]c(=O)[nH]2)c1,-2,1,1,-5,-7,1,5,1.3,1,0.8
CC(=O)NS(=O)(=O)c1cccnc1Nc1cccc(Cl)c1C,1,1.2,1,2,-5,1,1,1.1,1,1.2
Cc1ccc(CN2CCN(C(=O)C3CCCO3)CC2)cc1 (stereo not drawn),-5,1,1,-1,4,1.1,2,1,1,1
COC(=O)c1ccc(NC(=O)CSc2ccccn2)cc1,-1,0.9,0.6,-3,-7,1,-4,1.2,1,1
CCSCCOC(=O)C1=C(C)NC(=O)NC1c1cccc(OC)c1OC (stereo not drawn),-3,0.9,1,-6,-13,1,3,1.1,1.1,1
CCOC(=O)c1cnc(N2CCOCC2)[nH]c1=O,-3,0.9,0.9,-2,-8,1,-4,1.1,1,0.9
COc1ccc2c(-c3cccnc3)cc(=O)[nH]c2c1,-1,0.8,1,-1,-9,1,12,1.2,1,0.9
C=CCc1cc(/C=N/n2cnnc2)cc(OCC)c1O,2,0.9,0.9,-3,-6,1,-15,1,1,0.8
O=C(CN1C(=O)NC2(CCCCCCC2)C1=O)NC1CCCc2ccccc21 (stereo not drawn),-2,0.9,0.9,0,-26,1,-6,1.3,1,0.9
O=C1c2ccccc2NC(c2cccc(F)c2)N1Cc1ccco1 (stereo not drawn),-1,0.9,0.9,-2,-6,1,-8,0.94,1,0.9
Cc1cc(=O)oc2cc(OC(=O)c3cncc(Br)c3)ccc12,-2,1.1,1.1,-4,-2,1,13,0.93,1,1.1
CC(C)(C)c1ccccc1N=Cc1ccc2ccccc2n1,-4,0.8,0.9,1,-2,1,-1,1.1,1,0.8
CCC(=O)N/C(=N\OCc1ccc(F)cc1)c1nonc1NC(=O)CC,-4,1,0.9,-2,-9,1,0,1.2,1,1
CCS(=O)(=O)n1nc(-c2ccccc2)cc1N,0,1,1,-3,10,1,11,1.1,1,0.9
